Screening results (PubChem)
Nrf2 inh = inhibitors of Nrf2 signaling; Potency, µM (series often up to 46 µM), for the others: at the highest dose activity change, negative = inhibition, usual class: inhibitors; AID 504444; 2.1% of 360,000 active; A549 ARE-Fluc reporter, luciferase luminescence, 18-24 h; also: potency is read from the fitted curve at half-maximal effect; % is scaled to controls: 0 for no effect and ±100 for the full control effect; nearly all actives have a fitted effect of over 60% in size
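Cells were seeded and rested 2 h, then exposed to compounds for 18-24 h. CellTiter-Fluor was read first as a viability measure. BugLite was added 15 min before the final luminescent read of ARE-luciferase activity in A549 cells.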
A549 viability = A549 cytotoxicity, counter-screen for Nrf2 inhibitors; A549 ARE-Fluc cells, CellTiter-Fluor viability, 18-24 h; Potency, µM (highest dose often 46 µM), inactives show at the top dose activity change, negative = cytotoxicity, most hits filed as inhibitors; 0.16% of 390,000 active; AID 504648; also: potency is read from the fitted curve at half-maximal effect; % is scaled to controls: 0 for no effect and ±100 for the full control effect
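A549 ARE_Fluc cells in 5% FBS OPTI-MEM were exposed to compounds in concentration-response for 18-24 h at 37 deg C. Viability was read by CellTiter-Fluor fluorescence (Ex 405/Em 525) after 30 min, before the luciferase read.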
Akt phos inh = inhibitors of Akt phosphorylation. activity change, % for hits at 50 µM. AID 651550. 0.32% of 360,000 active. Neuro2A IGF-stimulated pAkt S473 HTRF, 20 min; active compounds read low; in the data active = activity change below about -80%; inconclusive = mostly about -51% to -80%; also: % is scaled to controls: 0 for no effect and ±100 for the full control effect
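Single-point screen (50 µM final compound) in Neuro2A cells stimulated 20 min with 6 nM IGF at 37 deg C. After lysis, Ser473-phosphorylated Akt read by HTRF (ex 330 nm, em 615/665 nm) as the 665/615 ratio.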
Mm-Cpn inhibitor = blocks the Methanococcus maripaludis chaperonin Mm-Cpn; purified Mm-Cpn ATPase, ADP Transcreener TR-FRET; Potency, µM (doses to about 76.9 µM), for inactives: top-dose activity, negative = inhibition, actives largely listed as inhibitors; 0.031% of 330,000 active; also: potency is read from the fitted curve at half-maximal effect; % is scaled to controls: 0 for no effect and ±100 for the full control effect; nearly all actives have a fitted effect of over 80% in size
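25 nM Mm-CPN + cpd, 10 min 37°C; + 10 uM ATP, 30 min 37°C; buffer 30 mM Tris pH 7.4, 100 mM KCl, 5 mM MgCl2, 1 mM DTT; Transcreener ADP HTRF detection 30 min RT.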
TGFb inhibitor = inhibitors of TGF-b signaling | HepG2 CAGA-GFP TGF-b/SMAD3 reporter, GFP fluorescence, 18 h; TGF-beta stimulated, 500 pg/mL final | Potency, µM (doses to about 46.1 µM), for the others: at the top dose activity, negative = inhibition, most hits filed as inhibitors | 1.2% of 410,000 active; also: potency is read from the fitted curve at half-maximal effect; % is scaled to controls: 0 for no effect and ±100 for the full control effect; nearly all actives have a fitted effect of over 65% in size
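Inhibition was scored as loss of TGF-beta-induced (500 pg/mL final, 18 hours, 37 degrees C) GFP in HEPG2 cells carrying a CAGA-GFP reporter, in DMEM with 1% FBS. Well GFP was summed per cell; Activity was normalised to unstimulated and stimulated DMSO wells, then concentration-response fitting.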
Nrf2 ARE act = activators of Nrf2 (ARE) signaling; AREc32 ARE-luciferase reporter (MCF7-derived line), luminescence, 24 h; 0.31% of 410,000 active; Potency, µM (doses to about 46.1 µM), inactives show at the top dose activation, most hits filed as activators; also: potency is read from the fitted curve at half-maximal effect; % of control where 0% means no effect; nearly all actives have a fitted effect of over 65% in size
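Each well held 1000 AREc32 cells, which were incubated with compound for 24 hr at 37 deg C after overnight attachment, and ARE reporter activity was quantified by firefly luciferase luminescence.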
ATXN viability = cell viability loss in ATXN counter-screen. S2 cells (HEK-293 line with an ATXN2-luciferase reporter) viability, CellTiter-Fluor protease fluorescence, 24 h. Potency, µM (top dose mostly 56.7 µM), most hits filed as cytotoxic. 0.49% of 400,000 active. AID 651635; also: potency is read from the fitted curve at half-maximal effect; nearly all actives have a fitted effect of over 40% in size
HepG2 tox = kills HepG2 cells in TGF-b inhibitor counter-screen | HepG2 CAGA-GFP viability, ATP luminescence, 18 h | Potency, µM (titrated, usually from 46.1 µM), inactives show top-dose activity change, negative = cytotoxicity, usual class: cytotoxic | 0.76% of 410,000 active | AID 588856; also: potency is read from the fitted curve at half-maximal effect; some results filed as inactive show a strong effect at the top dose
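HepG2 CAGA-GFP cells (1000/well, DMEM with 1% FBS) received compound, then TGF-beta at 500 pg/mL final, and were incubated 18 hours at 37 degrees C. Viability was read by CellTiter-Glo luminescence. Media-only wells were set as complete cell-killing and DMSO as no toxicity.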
CCT chaperon mod = cytosolic chaperonin activity modulation | 0.3% of 360,000 active | purified chaperonin ATPase assay, HTRF ADP detection, 30 min | activity change, % (no concentration beside the values), hits read low; in the data active = activity change below about -30%; also: % is scaled to controls: 0 for no effect and ±100 for the full control effect
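Nucleotide hydrolysis assay: TRiC at 20–40 nM final (set by batch activity) with 10 uM ATP, 30 min at 37 °C, in presence of 76 uM compound. Detection by competitive ADP HTRF, 30 min ambient.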
Numbers without * were called inactive; i = inactive; u = inconclusive; x = no result given; [ ] = another dose, or the depositor's remark. Unless noted, calls follow the shape of the dose curve; as a rule, active = well fitted curve in the direction sought with a large enough effect; inconclusive = small, poorly fitted or top-dose-only effect, or another doubt; inactive = no such curve, though single readings can be large; an effect the other way counts as inactive or inconclusive.

SMILES	Nrf2 inh	A549 viability	Akt phos inh	Mm-Cpn inhibitor	TGFb inhibitor	Nrf2 ARE act	ATXN viability	HepG2 tox	CCT chaperon mod
CCSc1nnc(SCC(=O)NNC(=O)c2ccccc2F)s1	u	u	i	0.8%	6.7%	0.2%	i	-27.2%	-0.7
COc1cc(CNc2nc3ccccc3n2C)cc(OC)c1OC	17.9%	20.9%	i	-0.6%	-11.8%	0.5%	i	-17.5%	-2.3
C/C(=C\COc1cc(=O)[nH]c2ccccc12)CCC(O)C(C)(C)O (stereo unspecified)	-9.2%	1.0%	i	x	-17.1%	-0.2%	i	-8.5%	-2.9
OC(c1ccccc1)(c1ccccc1)C1CCN(CCCOc2ccccc2)CC1	x	x	i	x	x	1.0%	u	x	0.0
CC(C)(C)c1ccc(S(=O)(=O)NC(=O)C2(C)CCN2C(=O)C2(c3ccc(Cl)cc3)CC2)cc1 (stereo unspecified)	x	x	i	x	u	0.1%	u	-37.6%	-2.3
O=C(CSc1nc2ccccc2n1S(=O)(=O)c1ccccc1)N1CCCCC1	x	-0.1%	i	-0.8%	0.0%	2.2%	i	3.9%	-2.8
Cc1cccc(NS(=O)(=O)c2ccc(Oc3ccccc3)cc2)n1	u	-11.1%	i	-3.9%	2.9%	-0.7%	u	-26.5%	-1.4
C/C(=N\NC(=O)c1ccccc1O)c1c(O)cc(C)oc1=O	26.8%	-6.4%	i	0.7%	u	2.3%	i	-36.9%	-1.3
COc1ccc(S(=O)(=O)CCC(=O)N2CCN(c3ccc([N+](=O)[O-])cc3)CC2)cc1	u	-19.7%	i	-1.2%	u	-0.1%	u	-22.5%	2.2
O=C(NC(=S)N1CCCc2ccccc21)c1ccc([N+](=O)[O-])cc1	17.0%	-0.3%	i	0.4%	u	5.0%	i	-22.7%	2.7

Quoted at random: four compounds from above
SMILES	Nrf2 inh	A549 viability	Akt phos inh	Mm-Cpn inhibitor	TGFb inhibitor	Nrf2 ARE act	ATXN viability	HepG2 tox	CCT chaperon mod
C/C(=N\NC(=O)c1ccccc1O)c1c(O)cc(C)oc1=O	26.8%	-6.4%	i	0.7%	u	2.3%	i	-36.9%	-1.3
CC(C)(C)c1ccc(S(=O)(=O)NC(=O)C2(C)CCN2C(=O)C2(c3ccc(Cl)cc3)CC2)cc1 (stereo unspecified)	x	x	i	x	u	0.1%	u	-37.6%	-2.3
OC(c1ccccc1)(c1ccccc1)C1CCN(CCCOc2ccccc2)CC1	x	x	i	x	x	1.0%	u	x	0.0
COc1ccc(S(=O)(=O)CCC(=O)N2CCN(c3ccc([N+](=O)[O-])cc3)CC2)cc1	u	-19.7%	i	-1.2%	u	-0.1%	u	-22.5%	2.2

(listing goes on)
SMILES	Nrf2 inh	A549 viability	Akt phos inh	Mm-Cpn inhibitor	TGFb inhibitor	Nrf2 ARE act	ATXN viability	HepG2 tox	CCT chaperon mod
Cc1ccc(-n2ncc(C(=O)NCc3cccs3)c2C2CCN(C(=O)OC(C)(C)C)CC2)cc1C	20.6µM*	-20.3%	x	x	u	-1.5%	x	-19.3%	x
CCc1ccc(NC(=O)N2CC=C(c3c[nH]c4ccccc34)CC2)cc1	-19.9%	u	x	x	x	12.0%	x	-26.3%	x
O=C(NNc1nc2ccc(Cl)cc2s1)c1cc(-c2cccs2)nc2ccccc12	u	u	i	-5.2%	8.91µM*	-1.8%	u	-60.8%	-1.7
Cc1ccc(C)c(N2N=C(C(=O)Nc3cccc(S(=O)(=O)N4CCCCC4)c3)CCC2=O)c1	-17.4%	-14.9%	i	-8.2%	6.5%	-2.0%	i	-0.7%	-1.8
O=C(NC(Cc1c[nH]c2ccccc12)c1nnc2n1CCCCC2)c1ccccc1 (stereo unspecified)	x	-2.5%	i	2.8%	-22.6%	-0.9%	i	3.5%	-3.8
COC(=O)C1=C(N)OC2=C(C(=O)CC(C)(C)C2)C1c1cccs1 (stereo unspecified)	9.4%	-0.8%	i	-1.0%	8.4%	-0.7%	i	-25.7%	-3.7
Cc1cc(C)cc(COn2ccnc2)c1	-1.3%	-9.3%	i	x	17.1%	-0.2%	i	-7.5%	-2.5
Cc1cc(=O)[nH]c(SCC(=O)N2CCN(C(=O)c3ccco3)CC2)n1	11.0%	-4.3%	i	0.9%	6.3%	-0.1%	u	-1.3%	-1.6
COc1ccc(NC(=S)Nc2cccc(C(F)(F)F)c2)c(C)c1	-16.4%	2.1%	i	-2.1%	-13.0%	0.1%	i	-12.4%	0.3
Cc1ccc(-c2nc3ccccc3[nH]2)s1	u	-2.9%	i	-2.4%	0.2%	3.8%	i	-106.2%	0.7

Rewritten as comma-separated lines: part of the list above.
Molecule,Nrf2 inh,A549 viability,Akt phos inh,Mm-Cpn inhibitor,TGFb inhibitor,Nrf2 ARE act,ATXN viability,HepG2 tox,CCT chaperon mod
COc1ccc(NC(=S)Nc2cccc(C(F)(F)F)c2)c(C)c1,-16.4%,2.1%,i,-2.1%,-13.0%,0.1%,i,-12.4%,0.3
Cc1ccc(-c2nc3ccccc3[nH]2)s1,u,-2.9%,i,-2.4%,0.2%,3.8%,i,-106.2%,0.7

The list continues.
SMILES	Nrf2 inh	A549 viability	Akt phos inh	Mm-Cpn inhibitor	TGFb inhibitor	Nrf2 ARE act	ATXN viability	HepG2 tox	CCT chaperon mod
O=C(c1ccc(Cl)nc1)N1CCN(S(=O)(=O)c2ccc3c(c2)OCCO3)CC1	-7.0%	-3.5%	i	0.9%	-27.5%	-0.1%	u	-31.2%	1.1
O=C(NCc1ccc(C(F)(F)F)cc1)C12CN(Cc3ccccc3)CC1C(c1cccc([N+](=O)[O-])c1)=NO2 (stereo unspecified)	1.4%	0.0%	i	-0.7%	0.3%	12.3%	u	0.8%	-2.4
COc1ccc(C(=O)Nc2ccccc2SCc2cc(=O)n3nc(C)sc3n2)cc1OC	-7.8%	-2.4%	i	0.3%	2.8%	2.7%	i	-3.4%	0.3
COc1cccc(NC(=O)c2sc3nc(C)c(C(=O)Nc4ccc(Cl)cc4)c(-c4ccc(Br)cc4)c3c2N)c1	0.3%[9.27 µM]	5.2%	x	x	20.8%	0.2%	x	0.9%	x
Cc1ccc(SCC(=O)NCCSC(C)(C)C)cc1	x	6.5%	i	-0.9%	3.4%	2.7%	i	2.7%	1.7
COc1cccc(OC)c1NC(=O)CN1CCN(C)CC1	-9.2%	-2.9%	i	-1.4%	-4.0%	-0.2%	i	1.6%	1.0
COc1ccc(OC)c(-c2cc(C(=O)NCc3ccco3)no2)c1	4.0%	1.6%	i	1.2%	-0.6%	11.2µM*	i	-14.2%	0.8
O=C(COC(=O)c1c(F)cccc1Cl)NC(=O)Nc1ccc2c(c1)OCCO2	8.8%	7.9%	i	-0.5%	0.7%	-0.6%	i	3.9%	-3.4
O=C(NC1CCCCCCC1)c1c(O)c2ccccc2[nH]c1=O	u	-5.8%	i	-2.3%	-1.1%	0.3%	i	-1.2%	-2.3
O=C(CNC1CCCCC1)Nc1cc(S(=O)(=O)N2CCOCC2)ccc1Cl	8.6%	4.0%	i	1.4%	2.6%	-0.1%	i	2.3%	-1.3
Cc1ccc(NC(=O)N2CCOCC2)c(C)c1	-1.2%	-3.5%	i	-1.3%	-16.0%	-0.4%	i	-5.8%	-0.9
Nc1cc(=O)[nH]c(SCC(=O)Nc2cc(S(=O)(=O)N3CCOCC3)ccc2Cl)n1	u	3.5%	i	0.8%	-0.4%	-0.4%	i	-0.2%	1.1
COc1ccccc1N1CCN(C(=O)CCc2nnc3ccc(N4CCC(C)CC4)nn23)CC1	-19.5%	3.1%	i	-2.8%	u	0.5%	i	-23.6%	-0.7
CC(=O)Nc1ccc(SC(Sc2ccc(NC(C)=O)cc2)c2ccccc2)cc1	u	-15.6%	i	x	u	3.9%	i	-31.7%	1.0
N#Cc1ccc(S(=O)(=O)N2CCc3[nH]c4ccc(F)cc4c3C2)cc1	u	-15.9%	i	1.5%	1.6%	-0.4%	u	32.1%	-0.6
COc1cccc(/C=C/c2nc(C#N)c(N3CCN(C)CC3)o2)c1	15.2%	7.8%	x	x	-26.0%	4.1%	i	-14.4%	x
CC(C)C(=O)Nc1ccc(NC(=S)NC(=O)c2cc3ccccc3o2)cc1	-9.6%	-0.4%	i	-0.7%	-2.5%	0.2%	i	-13.6%	-0.6
CC(C)(C)S(=O)(=O)c1cnc(-c2ccc(Cl)cc2)nc1N	u	13.1%	i	-5.5%	-19.5%	4.6%	i	-18.5%	-3.2
Cc1cc(/C=N/n2c(COc3ccccc3C)nc3ccccc3c2=O)c(O)c([N+](=O)[O-])c1	8.2µM*	u	i	1.3%	-14.8%	2.5%	u	-0.5%	-1.5
CCc1ccccc1-n1c(SCC(=O)N2CCCC2)nc2[nH]ncc2c1=O	-4.6%	1.2%	i	1.5%	-4.2%	0.5%	i	1.1%	0.7
COc1ccc(-c2nc(NC(=O)c3ccco3)sc2C)cc1	x	x	i	x	-18.2%	13.9%	i	-22.6%	-1.4
COc1ccc2sc(-c3ccc(N(C)C)cc3)c(C#Cc3cncn3C)c2c1	-11.8%	-0.7%	i	-0.5%	u	5.4%	x	8.91µM*	0.0
COc1ccc(CCNC(=O)c2c(C)nn(-c3ccc(F)cc3)c2-n2cccc2)cc1OC	-26.9%	-7.6%	x	x	-4.4%	-0.1%	u	-14.4%	x
O=C1C2CCCN2C(=O)N1CCCCN1CCN(CCO)CC1 (stereo unspecified)	10.0%	-0.4%	i	-1.1%	-16.8%	-0.4%	u	-1.0%	-2.6
